SUMO1-SIM PPI = modulators of SUMO1 protein-protein interactions, primary screen, biochemical, uHTS. SUMO1 binding to a labelled peptide, TR-FRET, 1 h. inhibition, % at 20 µM. Small ubiquitin-related modifier 1 (Homo sapiens), P63165. 360,000 tested, 0.33% active; in the data active = inhibition above about 37%
Target sequence (P63165 whole entry, looked up): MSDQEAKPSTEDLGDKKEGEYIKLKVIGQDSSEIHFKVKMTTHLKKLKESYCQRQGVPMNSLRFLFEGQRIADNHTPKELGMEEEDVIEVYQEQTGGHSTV
TbMetRS inhib = T. brucei MetRS inhibitors, primary screen, biochemical, luminescence | AID 624268, 2012 | 360,000 tested, 0.4% active | purified T. brucei MetRS, ATP depletion, Kinase-Glo luminescence | inhibition, % at 11.9 µM;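 active = inhibition above a per-plate cutoff of the control wells' mean inhibition plus 3 SD, cut at about 5.5% in these data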;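 note: 0% = DMSO wells median and 100% = median of wells with control inhibitor compound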
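assay system = parasite MetRS enzyme | timing = 15 min preincubation, 2 h reaction, all 25 °C | evaluation = percent inhibition relative to median high and low control wells | medium = HEPES buffer containing pyrophosphatase, BSA, spermine, DTT | compound = single dose, 11.9 µM final nominal, 0.9% final DMSO | detection = Kinase-Glo luminescence, ATP depletion format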
CSN inh = inhibitors of CSN-mediated cullin deneddylation, primary screen, biochemical, fluorescence polarization, uHTS; COP9 signalosome complex subunit 5 (Homo sapiens), Q92905; Purified CSN, SCF-Nedd8-OG deneddylation; inhibition, % at 12.5 µM; 360,000 tested, 0.38% active;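 active = pattern-corrected inhibition above about 35%, with an unprinted fluorescence ratio check between 0.5 and 1.5, limit read from the data, passing the limit was not always enough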;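 note: 0% = enzyme with substrate and 100% = substrate without enzyme; some results filed as inactive read as strong as hits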
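Assay system: HEK293T-derived human Csn5 enzyme; quantity: 0.24 nM enzyme; medium: Tris/NaCl/DTT buffer, pH 7.5; also added: substrate SCFSkp2-Nedd8OG, 10 nM; doses: 12.5 µM compound; schedule: 90 min reaction at room temperature; signal: FP; read-out: % inhibition of substrate cleavage by Csn5; benchmarks: substrate-only high control, full reaction low control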
DNMT1 block = human DNMT1 methyltransferase inhibitors, primary screen, biochemical, molecular beacon, fluorescence, HinP1I cleavage, uHTS | inhibition (reported as % activation of signal), % at 10 µM | 360,000 tested, 0.83% active; in the data active = inhibition above about 50%
LMPTP inh = LMPTP phosphatase inhibitors, primary screen, biochemical, fluorescence intensity, uHTS; Low molecular weight phosphotyrosine protein phosphatase (Homo sapiens), P24666; recombinant LMPTP-A, OMFP fluorogenic substrate; inhibition, % at 20 µM; 360,000 tested, 0.22% active;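 active = compounds that cut the enzyme signal by at least half of the control window in the single-dose screen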;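 note: plate controls were DMSO wells with enzyme plus substrate for no effect and substrate without enzyme for full effect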
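material = LMPTP-A | quantity = 0.625 nM enzyme | reagent = OMFP substrate, 400 µM final | buffer or medium = Bis-Tris pH 6.0, DTT, detergent | detection = endpoint fluorescence intensity from OMFP dephosphorylation | dosing = single 20 µM dose | read-out basis = % inhibition relative to no-enzyme and uninhibited control wells | control set = no-enzyme and uninhibited controls | timing = 50 min at room temperature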
NadD inh = inhibitors of S. aureus NadD, primary screen, biochemical, colorimetric, uHTS; 360,000 tested, 0.78% active; Nicotinate-nucleotide adenylyltransferase NadD (Staphylococcus aureus N315); AID 602399, 2012; purified NadD enzyme, colorimetric absorbance read-out; inhibition, % at 20 µM; in the data active = inhibition above about 26%; note: some compounds past the cut are filed as inactive
MLLE-PAM2 inh = inhibitors of PABP1 MLLE–PAM2 peptide binding, primary screen, biochemical, fluorescence polarization, FITC-PAM2, GST-MLLE; Polyadenylate-binding protein 1 (Homo sapiens), P11940; inhibition, % at 20 µM; 360,000 tested, 0.36% active; in the data active = inhibition above about 35%, passing the limit was not always enough;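 note: plate controls were DMSO wells with GST-MLLE for no effect and wells lacking GST-MLLE protein for full effect; some results filed as inactive read as strong as hits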
Target sequence (P11940 whole entry, looked up): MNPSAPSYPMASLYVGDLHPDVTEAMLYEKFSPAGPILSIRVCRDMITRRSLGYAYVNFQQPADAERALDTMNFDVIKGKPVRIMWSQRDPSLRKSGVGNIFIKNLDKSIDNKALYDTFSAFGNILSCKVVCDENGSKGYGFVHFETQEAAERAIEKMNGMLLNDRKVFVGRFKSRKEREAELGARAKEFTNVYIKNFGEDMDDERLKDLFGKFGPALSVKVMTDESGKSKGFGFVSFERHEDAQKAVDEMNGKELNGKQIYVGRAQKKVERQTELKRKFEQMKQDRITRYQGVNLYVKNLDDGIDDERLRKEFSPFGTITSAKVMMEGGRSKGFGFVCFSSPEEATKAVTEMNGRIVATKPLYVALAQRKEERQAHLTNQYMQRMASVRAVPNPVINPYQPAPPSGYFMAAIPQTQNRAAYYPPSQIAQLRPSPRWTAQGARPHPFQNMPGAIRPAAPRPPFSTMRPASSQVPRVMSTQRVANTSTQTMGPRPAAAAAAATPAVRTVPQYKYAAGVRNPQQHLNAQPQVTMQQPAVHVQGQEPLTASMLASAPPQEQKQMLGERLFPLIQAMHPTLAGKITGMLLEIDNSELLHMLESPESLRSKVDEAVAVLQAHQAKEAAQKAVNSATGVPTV
STEP inh = STEP phosphatase inhibitors, primary screen, biochemical, fluorescence intensity, uHTS. recombinant STEP, OMFP fluorogenic substrate. 360,000 tested, 0.25% active. Tyrosine-protein phosphatase non-receptor type 5 (Homo sapiens), P54829. inhibition, % at 20 µM;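 active = inhibition at 20 µM, scaled per plate between control wells, above about 37%, limit read from the data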;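 note: 0% = DMSO with enzyme and substrate and 100% = substrate only without enzyme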
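Assay system: isolated STEP enzyme. Buffer or medium: pH 6.0 Bis-Tris with DTT and Tween 20. Also added: fluorogenic phosphatase substrate OMFP at 25 µM final. Dosing: 20 µM, 1% DMSO. Timing: 20 min reaction, room temperature, in the dark. Measured by: fluorescence intensity, excitation 480 nm, emission 540 nm. Evaluation: normalized % inhibition.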
Rpn11 block = Rpn11 (PSMD14) deubiquitinase inhibitors, primary screen, biochemical, fluorescence polarization, uHTS | 26S proteasome non-ATPase regulatory subunit 14 (Homo sapiens), O00487 | human 26S proteasome, Ub4-pepOG fluorescence polarization; 20S core pre-blocked with epoxomicin | calls only at 20 µM | 360,000 tested, 0.59% active | AID 588493, 2011;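 active = inhibition at 20 µM, scaled to each plate's controls, above about 33%, limit read from the data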
Scp1 inh = Scp-1 phosphatase inhibitors, primary screen, biochemical, colorimetric, uHTS. Carboxy-terminal domain RNA polymerase II polypeptide A small phosphatase 1 (Homo …. Recombinant Scp1, phosphopeptide, malachite green phosphate absorbance. inhibition, % at 20 µM. 340,000 tested, 0.88% active. AID 493091, 2011;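 active = inhibition above about 50% at 20 µM, limit read from the data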;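 note: plate controls were DMSO wells with enzyme for no effect and wells lacking enzyme for full effect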
Target sequence (Q9GZU7 76-261 limits assumed): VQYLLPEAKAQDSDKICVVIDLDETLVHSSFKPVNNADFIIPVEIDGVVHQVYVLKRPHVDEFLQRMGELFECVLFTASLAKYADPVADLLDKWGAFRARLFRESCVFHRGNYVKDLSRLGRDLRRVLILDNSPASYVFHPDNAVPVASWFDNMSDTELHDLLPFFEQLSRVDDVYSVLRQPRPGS
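System: SCP-1 catalytic domain; Reagent: Phospho 17-mer peptide substrate; Doses: one concentration, 20 µM, with 1.0% DMSO; Incubation: 45 min room-temperature reaction, 5 min colour, 30 min stabiliser; Signal: Phosphate-binding colour reagent, absorbance read at 630 nm.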
An asterisk follows results filed as active; i = inactive; . = not tested or not shown.

SMILES | SUMO1-SIM PPI | TbMetRS inhib | CSN inh | DNMT1 block | LMPTP inh | NadD inh | MLLE-PAM2 inh | STEP inh | Rpn11 block | Scp1 inh
COc1ccc(Nc2nccc(-c3cccc(N)c3)n2)cc1 | -8 | -0.9 | 1 | -3 | -0.9 | 1 | -5 | -3 | i | -13
NC(=O)c1cc(C(=O)c2cccc(Cl)c2Cl)c[nH]1 | -1 | 0.6 | -4 | 0 | -1.8 | 3 | 7 | -1 | i | -6
N#C/C(=C\c1cccnc1)c1ccc([N+](=O)[O-])cc1 | -36 | -0.8 | 3 | -2 | 2.4 | -2 | -15 | 0 | i | -10
COc1cccc(CNC(=O)CCC2CCCN(C(=O)c3cccc4c(C)c(C)[nH]c34)C2)c1 (stereo not drawn) | -10 | -1.4 | -8 | -2 | 0.8 | -2 | 8 | 0 | i | 1
CCCCCCCNC(=O)C1(CC2CC(c3cccc(Br)c3)=NO2)CCN(C(=O)C2CCCC2)CC1 (stereo not drawn) | 6 | -0.1 | -3 | 2 | 3.2 | 2 | 1 | 7 | i | 1
COc1ccc(OCC(=O)N(C)CC2COc3ccccc3O2)cc1 (stereo not drawn) | 2 | -0.2 | 0 | 3 | -0.8 | 3 | 3 | -4 | i | 1
O=C(CSc1cccc[n+]1[O-])Nc1ccc(C(F)(F)F)cc1[N+](=O)[O-] | -23 | -0.3 | 12 | 1 | 0.0 | 2 | 6 | 0 | i | -10
CN1CCSc2ccc(C(=O)Nc3cc(F)ccc3F)cc21 | 1 | -0.5 | 1 | -4 | 1.4 | -8 | 8 | -2 | i | -4
Oc1ccc(/C=N/N2CCN(C3c4ccccc4-c4ccccc43)CC2)c(O)c1 | -4 | -0.4 | -11 | -16 | 3.2 | 11 | 8 | 0 | i | -3
O=C(NNC(=O)c1cccs1)c1ccc(Cl)c([N+](=O)[O-])c1 | -6 | 0.7 | 0 | 4 | -4.0 | 1 | 4 | 3 | i | 3
CCSc1nc2c(c(=O)[nH]1)C(c1ccc(C)cc1)C1=C(CCCC1=O)N2 (stereo not drawn) | -1 | 0.3 | -3 | 8 | 1.2 | 7 | 11 | -2 | i | -7
COc1cccc2cc(C(=O)N3CCCCCCC3)c(=O)oc12 | -8 | -0.3 | 4 | 0 | -2.3 | -5 | 21 | -2 | i | 0
CCCCS(=O)(=O)Nc1ccc2cn[nH]c2c1 | 3 | -0.5 | -2 | -4 | -0.9 | -6 | -3 | -2 | i | -5
O=C(O)C1C2C=CC(C2)C1C(=O)Nc1cccc(C(=O)N2CCCCC2)c1 (stereo not drawn) | -1 | -0.8 | 4 | 2 | -0.3 | -6 | -3 | 6 | i | -6
Cc1ccc(C)c2nc3sc(C(=O)O)cc3cc12 | -4 | -0.1 | 1 | -2 | -0.4 | 3 | -5 | -1 | i | -2
COc1ccccc1CNCc1ccc(OC)c(OC)c1OC | -3 | -1.2 | -1 | -1 | -1.5 | -10 | 0 | 1 | i | -9
O=CN1CCN(C(=O)c2ccc([N+](=O)[O-])cc2)CC1 | -14 | -0.4 | -3 | 5 | -0.7 | 1 | -6 | 7 | i | -5
CCOc1cc(S(=O)(=O)NCCCn2ccnc2)ccc1Cl | 1 | 0.1 | 1 | -4 | -2.8 | -6 | 15 | -2 | i | -4
CC12CCC(C(=O)N3CCOCC3)([C@H](Br)C1=O)C2(C)C (stereo partly drawn) | -3 | 0.6 | -1 | 0 | 1.8 | -2 | 8 | -1 | i | -2
O=C(c1cc(Br)ccc1Cl)N1CCN(c2ccc(N3CCOCC3)nn2)CC1 | -13 | 0.1 | -5 | -2 | -0.9 | -1 | -3 | 0 | i | -8
Nc1nc2ccc(O)cc2s1 | -6 | 0.3 | -8 | 4 | -0.2 | 8 | 7 | 11 | i | -11
CCOc1ccc(C2c3cc(OC)c(OC)cc3CC(=O)N2c2ccccc2)cc1 (stereo not drawn) | -2 | -0.6 | 1 | -4 | 0.0 | -7 | -7 | 1 | i | -2
Cc1cc(C)nc(SCC(=O)c2c(N)n(C)c(=O)n(C)c2=O)n1 | 1 | -0.4 | 1 | 5 | -1.6 | 2 | -13 | -2 | i | -6
COc1ccc(/C(O)=C/C(=O)C(=O)Nc2c(C)n(C)n(-c3ccccc3)c2=O)cc1 | -7 | -0.6 | 4 | 0 | 1.7 | 14 | 2 | 4 | i | 2
Cc1cccc(N2CCN(S(=O)(=O)c3ccc4c(c3)CC(=O)N4C)CC2)c1C | -3 | -0.1 | -4 | -3 | 1.4 | 13 | 8 | 0 | i | -7
CCCCNC(=O)C1c2ccccc2OCC(=O)N1CCc1ccc(OC)c(OC)c1 (stereo not drawn) | 2 | -0.6 | -1 | . | -1.3 | 4 | . | . | . | .
COc1cc(OC)cc(-c2c(C#Cc3ccsc3)c3cc(Br)ccc3n2C)c1 | 2 | -0.1 | -2 | -1 | 3.1 | 7 | -10 | -2 | i | 11
CC(C)CN(C(=O)COC(=O)/C=C/c1cccs1)c1c(N)n(Cc2ccccc2)c(=O)[nH]c1=O | -3 | -0.3 | 3 | 7 | 0.0 | 5 | -6 | 0 | i | -1
CC1=Nc2ccccc2/C1=C\c1nc(-c2ccc(C(F)(F)F)cc2)oc1O | -17 | -0.1 | -71 | 12 | 6.9 | -4 | 106 | -41 | i | -10
Fc1ccc(CNc2ncccn2)cc1 | 3 | -1.2 | 1 | 6 | -1.4 | -1 | 1 | -1 | i | -3
CCCCCCNC(=O)O[C@H]1C[C@@H]2C(=O)N(c3ccccc3)C(=O)[C@@H]2[C@@H]2CN(S(=O)(=O)c3ccc(C)cc3)C[C@]12O | -2 | -0.6 | -3 | 76* | 0.9 | -6 | 5 | -5 | i | .
Cc1ccc(NC(=S)NNC(=O)c2ccc(N3CCOCC3)c([N+](=O)[O-])c2)cc1C | -15 | 0.0 | -7 | -2 | -0.2 | 5 | 20 | 0 | i | -12
O=C(NCCc1ccc(F)cc1)c1ccc(NS(=O)(=O)c2ccc3[nH]c(=O)[nH]c3c2)cc1 | 4 | -0.3 | 0 | 1 | 0.2 | -2 | 0 | 3 | i | -7
COC(=O)c1ccc(-c2ccc(/C=N/NC(=O)Cc3nnc(N)s3)o2)cc1 | -9 | 0.4 | 5 | -5 | 4.8 | 9 | -119 | 3 | i | 7
c1ccc(CNc2ncnc3c2cnn3Cc2ccccc2)cc1 | 0 | 0.8 | -4 | 1 | -0.3 | 1 | -6 | 0 | i | -2
Cc1ccccc1N1CCN(CC(=O)NCc2ccc(Cl)cc2)CC1 | 1 | -0.4 | -2 | 1 | -1.7 | -7 | -6 | 1 | i | 3
CCc1ccc(CN/C=C/C(=O)c2ccc(Br)cc2)cc1 | -1 | -0.8 | -7 | -1 | 4.1 | 5 | -6 | 3 | i | -14
COC(=O)c1cc2c(C)nn(-c3ccccc3)c2s1 | -2 | -0.4 | -3 | 4 | 1.7 | -7 | -10 | 4 | i | -12
CCOC(=O)COc1ccc2nsnc2c1Cl | -23 | 0.9 | -2 | 3 | -0.2 | -2 | 1 | -3 | i | 3
CCOc1cc(S(=O)(=O)Nc2cc(C)cc(C)c2)ccc1Cl | 1 | -1.1 | 2 | -14 | 3.0 | -8 | 7 | 2 | i | 66*
COc1ccc(S(=O)(=O)Nc2ccc(O)c(Sc3ncn[nH]3)c2)cc1 | 3 | -1.2 | -2 | 10 | -0.8 | -2 | 4 | 0 | i | 9
Cc1ccc(-n2nc3c(N4CCC(C(=O)N5CCC(C(N)=O)CC5)CC4)nnc(C)c3c2C)cc1 | -2 | -0.1 | 30 | 1 | 0.0 | 2 | -77 | -1 | . | -2
CC(NC(=O)c1cn(C(C)c2ccccc2F)nn1)c1ccncc1 (stereo not drawn) | -1 | -0.9 | 2 | 2 | 0.1 | -1 | -6 | 0 | i | 6
C/C(=N/OC(=O)C1CC12CCC2)c1ccc(Br)cc1 (stereo not drawn) | -1 | -0.6 | 1 | -1 | -0.5 | -3 | 5 | -1 | i | -9
COc1ccc2cc(C#N)c(Cl)nc2c1 | 0 | -0.6 | -4 | 2 | -1.0 | -5 | -11 | -2 | i | -1

Retrieved one by one from above:
SMILES | SUMO1-SIM PPI | TbMetRS inhib | CSN inh | DNMT1 block | LMPTP inh | NadD inh | MLLE-PAM2 inh | STEP inh | Rpn11 block | Scp1 inh
CCCCCCNC(=O)O[C@H]1C[C@@H]2C(=O)N(c3ccccc3)C(=O)[C@@H]2[C@@H]2CN(S(=O)(=O)c3ccc(C)cc3)C[C@]12O | -2 | -0.6 | -3 | 76* | 0.9 | -6 | 5 | -5 | i | .
Cc1cccc(N2CCN(S(=O)(=O)c3ccc4c(c3)CC(=O)N4C)CC2)c1C | -3 | -0.1 | -4 | -3 | 1.4 | 13 | 8 | 0 | i | -7
NC(=O)c1cc(C(=O)c2cccc(Cl)c2Cl)c[nH]1 | -1 | 0.6 | -4 | 0 | -1.8 | 3 | 7 | -1 | i | -6
COc1ccc(OCC(=O)N(C)CC2COc3ccccc3O2)cc1 (stereo not drawn) | 2 | -0.2 | 0 | 3 | -0.8 | 3 | 3 | -4 | i | 1
CCc1ccc(CN/C=C/C(=O)c2ccc(Br)cc2)cc1 | -1 | -0.8 | -7 | -1 | 4.1 | 5 | -6 | 3 | i | -14

Screens (PubChem)

Outcome played no part in choosing rows. About 3.6% of those tested had a hit in this group.
